# CCHF vOTU inh: CCHFV vOTU protease inhibition | Pep-AMC fluorescence | inhibition, % at 11.5 µM | 370,000 tested, 0.55% active | AID 651958; in the data active means inhibition above about 30%; further: 0% = vehicle wells with enzyme and 100% = no enzyme wells
# DUSP3 inh: inhibitors of human VHR1 phosphatase (DUSP3) | inhibition, % at 13.3 µM | recombinant VHR phosphatase, pNPP absorbance | P51452 | 290,000 tested, 0.52% active; in the data active means inhibition above about 50%; further: some compounds called inactive have numbers as strong as hits
# Target sequence (P51452 whole entry, looked up): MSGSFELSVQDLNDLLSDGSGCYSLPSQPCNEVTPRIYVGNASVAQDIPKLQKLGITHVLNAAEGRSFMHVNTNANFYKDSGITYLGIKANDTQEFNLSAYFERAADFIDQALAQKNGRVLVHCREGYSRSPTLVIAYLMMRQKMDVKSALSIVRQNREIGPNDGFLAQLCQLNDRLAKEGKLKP
# BoNT-F LC inh: inhibitors of Botulinum neurotoxin F light chain protease; Multiplex microsphere protease cleavage assay, flow cytometry; inhibition, % at 10 µM; 360,000 tested, 0.22% active; AID 588497; in the data active means inhibition above about 35%, passing the limit was not always enough; inconclusive means no clear call, values can overlap the other calls; further: plate controls were buffer without enzyme for full effect and enzyme alone for no effect
# Anthrax LF prot: inhibitors of Bacillus anthracis lethal factor protease; AID 588501; P15917; multiplex microsphere protease cleavage assay, LF; inhibition, % at 10 µM; 360,000 tested, 0.12% active; further: plate controls were buffer without enzyme for full effect and enzyme alone for no effect
# SARS 3CLpro inh: SARS-CoV 3CLpro protease inhibition; P0C6X7; recombinant SARS-CoV 3CLpro, quenched FRET peptide cleavage; inhibition, % at 6 µM; 290,000 tested, 0.14% active; AID 1706; in the data active means inhibition above about 12%
# PrPC TRFRET: reduces human prion protein on the cell surface; P04156; cell surface PrPC, TR-FRET read-out; inhibition, % at 13.8 µM; 370,000 tested, 0.43% active; in the data active means inhibition above about 24%; further: 0% = median of the test wells and 100% = reference compound wells
# BoNT A protease: blocks Botulinum neurotoxin A light chain protease; 360,000 tested, 0.17% active; AID 588499; inhibition, % at 10 µM; multiplex microsphere protease substrate cleavage, flow cytometry; further: plate controls were buffer without enzyme for full effect and enzyme alone for no effect
# MazEF act: MazEF (E. coli) toxin RNase activation. P0AE70. FAM/BHQ RNA-DNA oligo cleavage fluorescence, 5 h. activation, % at 20 µM. 350,000 tested, 0.32% active. AID 504720; in the data active means activation above about 50%
# Target sequence (P0AE70 whole entry, looked up): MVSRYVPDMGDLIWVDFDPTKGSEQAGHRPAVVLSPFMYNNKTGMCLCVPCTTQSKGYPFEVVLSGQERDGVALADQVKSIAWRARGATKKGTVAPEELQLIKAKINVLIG
# SSB-PriA inh: inhibitors of Klebsiella pneumoniae PriA binding to SSB C-terminal tail; AlphaScreen SSBct-PriA binding, biotinylated peptide; inhibition, % at 33 µM; 430,000 tested, 0.6% active; in the data active means inhibition mostly above about 37%, no sharp cut-off; inactive means mostly below about 20%;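 further: plate controls were negative control peptide for no effect and reference peptide for full effect; strong numbers were not always called active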
# Rv3671c protease: inhibitors of M. tuberculosis serine protease Rv3671c; inhibition, % at 5.96 µM; 320,000 tested, 0.048% active; P9WHR9; in the data active means inhibition above about 38%;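 further: extracellular domain of Rv3671c used as enzyme; 0% = enzyme with DMSO and 100% = no enzyme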
# Target sequence (P9WHR9 whole entry, looked up, the tested form may be a part): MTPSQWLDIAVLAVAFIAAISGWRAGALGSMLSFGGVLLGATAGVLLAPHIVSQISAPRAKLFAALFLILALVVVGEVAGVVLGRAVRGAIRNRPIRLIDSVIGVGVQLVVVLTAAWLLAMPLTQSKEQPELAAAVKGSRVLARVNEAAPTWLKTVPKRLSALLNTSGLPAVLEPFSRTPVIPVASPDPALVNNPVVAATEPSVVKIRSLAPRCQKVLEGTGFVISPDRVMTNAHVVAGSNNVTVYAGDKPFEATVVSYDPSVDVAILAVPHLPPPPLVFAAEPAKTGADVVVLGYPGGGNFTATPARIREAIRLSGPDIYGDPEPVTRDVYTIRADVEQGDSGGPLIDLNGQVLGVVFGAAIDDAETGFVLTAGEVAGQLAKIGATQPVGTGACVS
# * marks the source's active call; other numbers are inactive results; ? = inconclusive; · = no result given; & = joins results of further samples. Unless noted, no stated cut-off is given here; in the data, active means inhibition above about 30%; inconclusive means no clear call, values can overlap the other calls; inactive means below that.
# Each structure is followed by: CCHF vOTU inh	DUSP3 inh	BoNT-F LC inh	Anthrax LF prot	SARS 3CLpro inh	PrPC TRFRET	BoNT A protease	MazEF act	SSB-PriA inh	Rv3671c protease
- Fc1ccccc1COc1ccc(-c2nnn(Cc3ccccc3F)n2)cc1
→ 2	17	-9	-16	-6	-4	-0.4	2	-9	-12
- O=C(Cn1ccc2cc(S(=O)(=O)N3CCCC3)ccc21)NCc1ccco1
→ -8	2	-2	0	6	4	0.7	-19	-5	3
- CCCOC(=O)Cn1cnc2scc(-c3ccc(C)cc3)c2c1=O
→ 3	-5	-8	-5	2	6	-2.2	0	-10	2
- O=C1NC(Cc2ccccc2)c2nc3ccc(Br)cc3c(=O)n2-c2cc3ccccc3cc21 (centres undefined)
→ 12	·	4	1	·	21	-0.3	-22	·	·
- O=C(CCS(=O)(=O)c1ccccc1)Nc1ccccc1F
→ -10	30	-5	-3	-1	-3	-0.5	-15	-9	6
- C[C@H](N)CN1CCc2ccc(Br)cc21
→ 0	·	-4	1	·	4	-0.5	6	4	-3
- Cc1ccc(C(=O)NN(CCC(=O)NC(C)(C)C)C2=NS(=O)(=O)c3ccccc32)cc1
→ -3	-11	1	-1	3	3	0.4	-5	-3	0
- CC12C=CC3(O1)C(C(=O)N1CCCOC13)C2C(=O)O (centres undefined)
→ 8	26	-3	-6	3	8	-0.6	7	-14	7
- CC(=O)N=C1SC2CS(=O)(=O)CC2N1c1ccccc1Cl (centres undefined)
→ 7	9	-16	1	-1	9	-0.1	-8	-18	5
- O=C(O)c1cccc(-c2ccc(/C=c3/sc4nc5ccccc5n4c3=O)o2)c1
→ -2	·	-6	-3	7	8	0.4	581*	·	5
- CCc1nnc(NC(=O)C2Cc3ccccc3CN2S(=O)(=O)CC)s1 (centres undefined)
→ -9	21	2	-5	-7	-11	-1.0	1	-2	8
- COc1ccccc1NC(=O)Cn1nnc(-c2ccccc2NS(=O)(=O)c2ccccc2)n1
→ 7	-4	-5	-2	-3	17	-0.7	-7	-20	-31
- CN(Cc1ccc2ccccc2c1)C(=O)c1ccc(C(F)(F)F)cc1
→ 5	12	-29	12	6	0	-4.8	1	-50	-7
- O=C(NCCN1CCc2ccccc2C1)Nc1ccc(F)cc1
→ -2	7	-9	-1	2	-10	-0.5	0	-1	9
- CCCS(=O)(=O)N1CCCC(c2nc(-c3ccc(OC)cc3)no2)C1 (centres undefined)
→ 9	-37	-5	-2	1	8	-0.9	-1	-7	3
- O=C(Cn1c(=O)oc2cc(S(=O)(=O)N3CCCC3)ccc21)NC1CCCc2ccccc21 (centres undefined)
→ 1	45	-9	-7	1	0	-0.6	-14	-5	-85
- COc1ccccc1NC(=O)/C(=C\c1cccnc1)NC(=O)c1ccc(C)cc1
→ 6	7	5	0	-3	-9	0.5	4	-1	-5
- Nn1c(C2CCC2)nc2ccccc2c1=O
→ -8	1	·	·	-3	8	·	-6	-9	-2
- CCCc1ccc(-c2cc(C(=O)N/N=C/c3ccc([N+](=O)[O-])o3)c3ccccc3n2)cc1
→ 10	11	-1	3	-4	2	3.1	5	·	-3
- Cc1ccc(-c2csc3ncnc(SCC(=O)O)c23)cc1
→ 0	0	8	-2	3	10	0.0	-4	-2	-4

# Next part, overlapping the part above by three compounds.
# Each structure is followed by: CCHF vOTU inh	DUSP3 inh	BoNT-F LC inh	Anthrax LF prot	SARS 3CLpro inh	PrPC TRFRET	BoNT A protease	MazEF act	SSB-PriA inh	Rv3671c protease
- Nn1c(C2CCC2)nc2ccccc2c1=O
→ -8	1	·	·	-3	8	·	-6	-9	-2
- CCCc1ccc(-c2cc(C(=O)N/N=C/c3ccc([N+](=O)[O-])o3)c3ccccc3n2)cc1
→ 10	11	-1	3	-4	2	3.1	5	·	-3
- Cc1ccc(-c2csc3ncnc(SCC(=O)O)c23)cc1
→ 0	0	8	-2	3	10	0.0	-4	-2	-4
- CCN(c1ccccc1)S(=O)(=O)c1ccc(Cl)c(NC(=O)Nc2ccc(Cl)cc2C#N)c1
→ -3	1	-2	0	1	13	0.7	-14	12	-32
- COc1cc(S(=O)(=O)Nc2cccc(C(=O)O)c2)c(OC)cc1Cl
→ -2	4	6	0	1	-2	?	-7	-4&16	9
- Cn1cnc2cc(NCc3cccs3)ccc21
→ 3	32	-13	-2	3	-4	-1.3	2	9	-12
- C[C@H](CO)N1C[C@H](C)[C@@H](CN(C)S(=O)(=O)c2cccs2)Oc2c(NC(=O)NC3CCCCC3)cccc2C1=O
→ 7	·	5	2	·	9	-0.5	2	3	5
- COc1ccc2c(c1)c(CC(=O)Nc1cccc(S(N)(=O)=O)c1)c(C)n2C(=O)c1ccc(Cl)cc1
→ 16	26	-2	1	5	4	-1.0	-7	-5	-68
- NC1=NC(c2ccc(F)cc2)n2c(nc3ccccc32)N1 (centres undefined)
→ -7	25	-4	-1	0	5	-0.2	1	-6	-5
- COc1cc(Br)c(CN2CCCN(C)CC2)cc1OC
→ 4	1	?	-15	-5	-9	-1.9	6	-9	1
- CC(C)(C)NS(=O)(=O)c1ccc(NC(=O)CS(=O)(=O)Cc2ccccc2)cc1
→ 2	15	?	0	-3	-4	-1.8	-1	-8	-2
- COc1ccc(C2CC(=O)C3=C(C2)Nc2ncnn2C3c2ccccc2C)c(OC)c1 (centres undefined)
→ 1	8	-8	-1	3	1	-1.7	3	0	-13
- Cc1ccnc(NC(c2ccsc2)c2ccc3ccc(C)nc3c2O)c1 (centres undefined)
→ 23	15	-7	-10	0	3	0.0	-25	-21	7
- CCn1c(SCC(=O)NC2CC2)nnc1-c1ccc(F)cc1
→ -3	18	-6	-2	5	4	-3.0	3	-15	4
- Cc1cc(Oc2ccc(-c3ccccc3)cc2)nc(N2CCOCC2)n1
→ 9	31	-2	-5	4	-6	-0.1	-7	-38	2
- O=C(O)CCCCCCCCCC(=O)c1cccs1
→ 18	-9	-4	-3	-3	11	-0.1	1	-6	-3
- O=C(Nc1ccc([N+](=O)[O-])cc1)NN1CCCCCC1
→ 0	·	-2	4	·	-2	0.1	0	-5	·
- CSc1cccc(CN2CCC(CO)(Cc3ccccc3)CC2)c1
→ 5	6	-5	3	-3	-5	-0.5	2	4	6
- COc1ccc(OC)c(NC(=O)C2CCCN(S(=O)(=O)c3cccc4nonc34)C2)c1 (centres undefined)
→ -6	-14	-13	-6	-2	-1	-2.0	12	-1	11
- Cc1cc2ccccc2n1CCNC(=O)Cc1ccccc1
→ 0	2	-91	-76	-2	27*	72*	-27	44*	8
- O=C1ON=C(c2ccccc2)/C1=C/c1ccco1
→ 10	2	-3	-6	-3	-1	0.9	-37	5	-7
- Cc1ccc(C#N)c(SCCN2CCCCC2)n1
→ -7	52*	-34	-9	-1	-2	-5.7	6	-15	·
- O=C(COc1ccc([N+](=O)[O-])cc1)NNC(=O)C1COc2ccccc2O1 (centres undefined)
→ 17	·	-5	0	·	2	-0.2	5	·	·
- CCn1c(=O)n(CC)c2cc(NC(=O)c3ccccc3Cl)ccc21
→ 10	13	-9	-2	3	9	1.6	9	-11	1
- COc1ccccc1N1CCN(C2CC(=O)N(c3ccccc3)C2=O)CC1 (centres undefined)
→ -14	11	?	5	-3	1	3.1	1	-4	-4
- Cc1nc2nc(SCC(=O)NCCN3CCOCC3)nn2c(C)c1Cc1ccccc1
→ 12	4	-1	0	-6	3	-0.6	0	-11	0
- CCC(C)NC(=O)c1ccccc1NC(=O)/C(=C/c1ccc(OC)cc1)c1ccccc1 (centres undefined)
→ 13	-23	0	-7	5	-5	-1.9	-1	-5	-24
- Cc1cc(C)nc(SCC(=O)Nc2ccc(Br)cn2)n1
→ 11	12	11	-2	1	-1	-0.2	-3	-18	4
- NC(=O)CSc1nnc(NC(=O)c2ccc3ccccc3c2)s1
→ 11	·	-8	-4	·	-2	-1.7	5	-6	-23
- COC(=O)c1ccc(NC(=S)NCCc2ccc(OC)cc2)cc1
→ 10	13	-4	-2	4	5	-1.0	-41	-13	-1
- Cc1nnc(SCC(=O)N2CCN(c3ccccc3)CC2)n1-c1ccccc1
→ -14	19	-11	6	1	1	0.1	-13	-5	-3
- O=C(COC(=O)/C=C/c1ccc([N+](=O)[O-])cc1)Nc1ccc2[nH]c(=O)[nH]c2c1
→ 12	·	8	2	·	-12	3.2	-12	-5	·
- CCN(CC)CCN(C(=O)c1cc2ccccc2cc1OC)c1nc2ccc(OC)cc2s1
→ 8	-2	-8	-2	-3	-2	-1.6	6	45*	1
- CCOC(=O)c1sc(NC(=O)CSc2nccn2C)nc1C
→ -6	18	-1	0	-6	-10	-0.4	0	-13	5
- C/C=C(/C)C(=O)OC1c2c(ccc3ccc(=O)oc23)OC(C)(C)C1OC(C)=O (centres undefined)
→ 16	36	4	-1	2	-11	1.0	2	-4	-2
- Cc1nc(C(F)(F)F)ccc1C(=O)N1CCCCCC1(C)C(=O)NCC(C)C (centres undefined)
→ 13	·	-4	-4	·	5	-0.1	·	·	·
- O=C(CN(Cc1ccccc1F)C(=O)Cn1nnc(-c2cccs2)n1)NC1CCCCC1
→ -2	-1	-4	2	1	-2	-1.6	3	-9	-9
- CCC1CCCCN1CCCNC(=O)c1csc2c1CCCCC2 (centres undefined)
→ -14	14	-1	-4	-3	2	0.4	14	-6	9
- CCN1CCC(NC(=O)Nc2cc(Cl)ccc2OC)CC1
→ -12	-3	-5	-1	4	-1	0.0	5	14	0
- O=S(=O)(CCc1nc2ccccc2s1)c1ccc(Cl)cc1
→ -6	6	-3	0	0	-3	-0.4	-3	-9	9
- COc1ccccc1C(=O)c1cc2ccc(O)cc2oc1=O
→ -6	27	-3	-2	-1	4	0.3	9	-3	-1
- CCc1nc2ccc(C(=O)NCCNC(C)=O)cn2c1N(C)Cc1ccc(OC)cc1
→ 1	·	-12	1	·	-9	-0.5	·	·	·
- COc1ccc(C)cc1N(C(=O)COc1ccccc1)c1nc2ccccc2s1
→ 3	-4	1	1	2	-2	-0.1	6	-9	-9
- Cc1c(NC(=O)Nc2ccc3c(c2)OCO3)c(=O)n(-c2ccccc2)n1C
→ -14	8	-1	-2	-6	2	-0.5	5	-8	-4
- COC(=O)[C@]12CCCCC=C1N(Cc1cccc3ccccc13)C(=O)[C@H](CC(=O)NCc1ccc(C)o1)C2
→ 6	·	3	-10	·	1	-0.6	·	·	·
- COc1cc(CC(=O)Nc2cccc(C(F)(F)F)c2)cc(OC)c1OC
→ -3	7	-1	3	1	2	-0.1	-4	-6	-14
- COc1ccc(/C=C(\NC(=O)c2ccc([N+](=O)[O-])cc2)C(=O)NCCN2CCOCC2)cc1
→ -1	42	9	-2	5	-34	-3.1	6	2	3
- CN(Cc1ccccc1)C(=O)c1ccccc1C(=O)OCC(=O)N(Cc1ccccc1)C(C)(C)C
→ 12	·	-1	-4	·	-13	-3.1	0	0	-6
- Cc1c(NC(=O)C2(c3ccccc3)CCCC2)c(=O)n(-c2ccccc2)n1C
→ 0	18	·	·	-3	-3	·	6	-20	-3
- CN(CC(=O)Nc1ccc(Cl)c(Cl)c1)C(=O)C1CCCC1
→ -2	·	2	-2	·	9	0.4	-2	-10	-6
- CC1Sc2ccc(S(=O)(=O)NCCc3ccc(S(N)(=O)=O)cc3)cc2NC1=O (centres undefined)
→ -17	6	3	1	0	3	1.3	10	-5	0
- O=C(NNS(=O)(=O)c1ccccc1)c1ccc(F)cc1
→ -11	-4	0	1	-6	0	1.3	-3	-11	-1
- CS(=O)(=O)Nc1ccc(C(=O)Nc2ccccc2-c2ccccc2)cc1
→ -9	0	-13	-9	-1	5	-2.7	-10	1	-2
- CC(=O)Nc1ccc(-c2csc(NC(=O)C3CCN(S(=O)(=O)c4cccs4)CC3)n2)cc1
→ -1	8	4	1	1	-3	1.9	3	6	-35
- CCCCCCCCn1c(=O)c(C(=O)OCC)c(O)c2ccccc21
→ 4	15	-9	-1	8	-1	0.5	-4	3	-1
- COc1ccccc1N1CC(C)C(=O)NC1=S (centres undefined)
→ 7	3	-1	0	-3	-4	0.5	9	11	1

# Screens from PubChem.

# The list is partial. The share of hits here may be higher or lower than overall.
